High-throughput results: PubChem BioAssay, National Center for Advancing Translational Sciences (NCATS)
Vif-APOBEC3F blk – Vif-A3F binding inhibition; Potency, µM (titrated, usually from 46.1 µM), for inactives: at the highest dose activity, negative = active; AID 602313; actives 0.2% (n = 390,000); HeLa A3F-eYFP + Vif (tagged APOBEC3F with the HIV-1 protein that degrades it), YFP fluorescence increase; also: potency is read from the fitted curve at half-maximal effect; % of control where 0% means no effect; nearly all actives have a fitted effect of over 65% in size
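HeLa cells stably expressing A3F-eYFP plus Vif, plated and incubated overnight at 37 deg C, then exposed to compounds overnight at 37 deg C. Blocked degradation read as raised yellow fluorescence (Ex 488/Em 500-530).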
Vif-A3G inh – blocks the Vif interaction with human APOBEC3G. HeLa A3G-eYFP + Vif (tagged APOBEC3G with the HIV-1 protein that degrades it), YFP fluorescence, overnight. actives 0.076% (n = 410,000). Q9HC16. Potency, µM (top dose mostly 46.1 µM), inactives show top-dose activity, negative = active, most hits filed as inhibitors;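 also: potency is read from the fitted curve at half-maximal effect; % is scaled to controls: 0 for no effect and ±100 for the full control effect; nearly all actives have a fitted effect of over 60% in size; hits raise eYFP signal because A3G escapes Vif-driven loss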
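HeLa cells stably expressing Vif and C-terminally eYFP-tagged A3G, seeded overnight at 37 deg C, then exposed to compound by pintool overnight at 37 deg C. Rise in yellow fluorescence (Ex 488/Em 500-530, Acumen) marks blocked Vif-driven A3G degradation.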
Glioma ERSR ind – induces the endoplasmic reticulum stress response in human glioma cells; U87-MG GRP78 promoter luciferase reporter, 16 h; Potency, µM, without a hit: at the top dose activation, usual class: activators; actives 0.02% (n = 420,000); also: potency is read from the fitted curve at half-maximal effect; series mostly up to about 76 µM; % of control where 0% means no effect; nearly all actives have a fitted effect of over 35% in size
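ERSR induction read as luciferase luminescence (Bright-Glo, 10 min at room temperature) in stably transfected human U87-MG glioma cells exposed to compounds for 16 h, using GRP78 as sensor.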
LDHA block – inhibitors of human lactate dehydrogenase A | P00338 | purified LDHA, NADH/diaphorase-resazurin fluorescence; active compounds read low | activity change, % (values are at about 110 or 230 µM) | actives 0.15% (n = 480,000) | AID 1347041; in the data active = activity change below about -30%;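 also: plate controls were DMSO wells for no effect and wells without enzyme for full effect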
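Remaining NADH was detected by diaphorase (0.133 mg/mL) converting 37 µM resazurin to fluorescent resorufin, read at 0 and 20 minutes. The preceding 5-minute room-temperature reaction used 2 nM LDHA, 0.2 mM sodium pyruvate and 0.06 mM NADH at pH 7.4.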
D2 potentiator – positively modulates the human D2 dopamine receptor allosterically; P14416; HEK293 T-REx D2, calcium flux, EC20 dopamine potentiation; actives 0.34% (n = 340,000); potentiation, % at 10 µM;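 active = potentiation over 3 SD above the plate norm, cut at about 30% in these data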; also: 0% is about no effect
Target sequence (P14416 whole entry, looked up): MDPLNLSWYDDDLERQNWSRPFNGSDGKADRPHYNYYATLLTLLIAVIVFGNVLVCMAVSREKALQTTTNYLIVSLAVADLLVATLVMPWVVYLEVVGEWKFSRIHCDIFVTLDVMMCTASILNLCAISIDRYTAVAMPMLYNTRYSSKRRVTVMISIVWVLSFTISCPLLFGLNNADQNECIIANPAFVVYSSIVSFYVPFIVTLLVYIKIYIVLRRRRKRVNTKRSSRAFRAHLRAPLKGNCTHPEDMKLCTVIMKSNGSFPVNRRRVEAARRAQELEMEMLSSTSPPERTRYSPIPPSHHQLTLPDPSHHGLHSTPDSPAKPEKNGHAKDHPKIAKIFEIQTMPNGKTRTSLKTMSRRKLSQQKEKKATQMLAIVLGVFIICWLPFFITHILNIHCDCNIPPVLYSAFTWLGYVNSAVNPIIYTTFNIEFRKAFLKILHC
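Tetracycline-induced HEK293 T-REx cells force-coupled to calcium signalling expressed D2; compounds were pin-added after a 10 s baseline, read kinetically 180 s, then an EC20 dopamine challenge followed with a further 180 s calcium read.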
D1 antagonist – human D1 dopamine receptor antagonism | actives 3.2% (n = 360,000) | activity change, negative = inhibition, % at 10 µM | HEK293 TREx D1 cells, calcium flux, dopamine EC80; active compounds read low | AID 504652; in the data active = activity change below about -30%; also: % is scaled to controls: 0 for no effect and ±100 for the full control effect
Target sequence (P21728 whole entry, looked up): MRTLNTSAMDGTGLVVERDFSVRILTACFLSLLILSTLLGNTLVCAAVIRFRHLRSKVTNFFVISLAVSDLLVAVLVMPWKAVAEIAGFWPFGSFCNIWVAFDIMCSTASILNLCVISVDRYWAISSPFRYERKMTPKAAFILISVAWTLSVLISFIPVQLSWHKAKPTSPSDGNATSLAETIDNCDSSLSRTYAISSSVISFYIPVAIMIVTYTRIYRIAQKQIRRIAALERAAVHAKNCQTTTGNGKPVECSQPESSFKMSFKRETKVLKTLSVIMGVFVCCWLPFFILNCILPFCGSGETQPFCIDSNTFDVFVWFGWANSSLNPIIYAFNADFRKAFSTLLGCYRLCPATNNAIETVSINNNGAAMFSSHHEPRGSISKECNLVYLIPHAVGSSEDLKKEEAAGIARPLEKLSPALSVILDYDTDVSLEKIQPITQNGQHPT
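Calcium flux readout: force-coupled, inducible Hek293 Trex D1 line, cells induced overnight at 30 C with tetracycline, dye-loaded 30–90 min at RT. Antagonism scored against EC80 dopamine challenge given 180 s after compound.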
D1 agonist – human D1 receptor agonism; AID 504660; actives 1% (n = 360,000); HEK293 T-REx D1 cells, calcium flux, agonist mode; P21728; activation, % at 2 µM; in the data active = activation above about 30%; also: 0% is about no effect
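Inducible HEK293 T-REx D1 cells, force-coupled to calcium signalling, were plated at 4000 cells/well with tetracycline and held overnight at 30 C. After no-wash calcium dye loading, compound-evoked calcium rise over 180 s flagged agonists.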
D1 potentiator – potentiators of human D1 dopamine receptor | P21728 | HEK293 TREx D1 cells, calcium flux, dopamine EC20 potentiation | potentiation, % at 10 µM | actives 0.036% (n = 360,000) | AID 504651; in the data active = potentiation above about 30%; also: 0% is about no effect
RXFP1 agonist – RXFP1 (human) receptor agonism; HEK293T-RXFP1 cAMP TR-FRET, 30 min; response scale: percent of porcine relaxin response, buffer zero; Q9HBX9; actives 0.3% (n = 370,000); AID 2676; Potency, µM (top dose mostly 57.5 µM), inactives show at the top dose activation, most hits filed as activators; also: potency is read from the fitted curve at half-maximal effect; % is scaled to controls: 0 for no effect and ±100 for the full control effect; nearly all actives have a fitted effect of over 60% in size; many of its hits are not listed in these tables
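HEK293T cells stably expressing RXFP1 were pretreated with the PDE4 inhibitor Ro 20174, exposed to compounds for 30 min at 37C, lysed, and cAMP was read by TR-FRET. Data normalized to buffer (basal) and 29 nM porcine relaxin (100%).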
* = called active by the depositor; . = not tested or not shown; & = joins results of further samples. Unless noted, calls follow the shape of the dose curve; as a rule, active = well fitted curve in the direction sought with a large enough effect; inconclusive = small, poorly fitted or top-dose-only effect, or another doubt; inactive = no such curve, though single readings can be large; an effect the other way counts as inactive or inconclusive. Some of the compounds tested; count on the stated rates, not on these rows.

Screens by letter – A = Vif-APOBEC3F blk; B = Vif-A3G inh; C = Glioma ERSR ind; D = LDHA block; E = D2 potentiator; F = D1 antagonist; G = D1 agonist; H = D1 potentiator; I = RXFP1 agonist
1	O=C(CN(CC1CCCO1)C(=O)CNS(=O)(=O)c1ccc(F)cc1)NC1CCCCC1 (centres undefined)
  A: 8%; B: -3%; C: -2%; D: -5; E: 9; F: 1; G: 2; H: -5; I: 1.5%
2	CCOC(=O)C1=C(C)NC(=O)NC1c1cccs1 (centres undefined)
  A: -21%; B: 12%; C: -6%; D: -13; E: -7; F: -1; G: 1; H: -7; I: -0.6%
3	Cc1ccc2oc(=O)n(CC(=O)N3CCOCC3)c2c1
  A: -3%; B: 0%; C: 1%; D: 1; E: 0; F: 29; G: 3; H: 0; I: -1.3%
4	Cc1cc(C)n2c(Nc3ccc(Cl)cc3)c(-c3ccsc3)nc2n1
  A: -4%; B: -3%; C: -4%; D: 2; E: 0; F: -3; G: 1; H: 2; I: 18%
5	CCN(CC)CCNCc1ccc(Br)cc1OCC(=O)NCc1ccccc1
  A: 5%; B: 4%; C: -2%; D: -10; E: -15; F: -9; G: 5; H: -6; I: 2.3%
6	O=C(NC1CCCC1)C1CCN(C(=O)Nc2cccc(Cl)c2)CC1
  A: -16%; B: -4%; C: -4%; D: -13; E: -14; F: 4; G: 1; H: -4; I: 1.2%
7	CCOC(=O)C1=C(COC(=O)/C=C/c2cc(OC)c(OC)c(OC)c2)NC(=O)NC1C (centres undefined)
  A: -7%; B: -7%; C: 0%; D: -1; E: -3; F: -39*; G: 1; H: -5; I: -1.2%
8	Cc1cc(C)n(/N=C/c2cc([N+](=O)[O-])ccc2O)c(=O)c1
  A: 3%; B: 5%; C: -1%; D: 7; E: 4; F: -3; G: 6; H: -1; I: 6.1%
9	Cn1nc(C(=O)NNC(=O)c2cccc(Cl)c2)ccc1=O
  A: -6%; B: -4%; C: -4%; D: -8; E: .; F: .; G: .; H: .; I: .
10	Cc1c(NC(=O)c2cnc(Cl)c(Cl)c2)c(=O)n(-c2ccccc2)n1C
  A: 1%; B: 2%; C: -2%; D: 2; E: -10; F: 27; G: 2; H: -3; I: -1.1%
11	COc1ccccc1CCC(=O)Nc1ccc2c(c1)CN(Cc1ccc(C)o1)CC2
  A: -3%; B: 0%; C: -1%; D: -2; E: -10; F: 1; G: 2; H: 4; I: -1.6%
12	CC(=O)c1c(C)[nH]c(C(=O)CSc2nnc(C3CCCCC3)n2N)c1C
  A: 0%; B: 0%; C: -1%; D: 6; E: 10; F: -10; G: -1; H: -3; I: -1.7%
13	Cc1ccc(C)c(NC(=O)C2CCN(c3ncnc4c3nc3n4CCCCC3)CC2)c1
  A: -7%; B: 4%; C: -5%; D: 0; E: -5; F: -5; G: 1; H: 0; I: 6.6%
14	CCn1c(C)nc2cc(C(=O)N/N=C/c3ccc(N4CCOCC4)cc3)ccc21
  A: -8%; B: 1%; C: 2%; D: -2; E: 5; F: 14; G: 3; H: 0; I: -1.5%
15	CC(=O)Nc1ccc(NC(=O)CSc2nnc(NC(=O)C3CC(=O)N(c4ccccc4)C3)s2)cc1 (centres undefined)
  A: 6%; B: 2%; C: -6%; D: 4; E: 1; F: 3; G: 3; H: -7; I: 1.0%
16	NNc1nc(-c2ccccc2)c2ccccc2n1
  A: -2%; B: 0%; C: -5%; D: 3; E: 13; F: 10; G: 2; H: 13; I: 3.7%
17	CCCCCCC(O)(CCN1CCCCC1)c1ccccc1 (centres undefined)
  A: -30%; B: -11%; C: -5%; D: -1; E: -8; F: 0; G: 6; H: 2; I: 0.2%
18	C=CCSC1=C(C#N)C(c2ccccc2Cl)C(C(=O)c2cccs2)C(O)(C(F)(F)F)N1 (centres undefined)
  A: 2%; B: -13%; C: -3%; D: -2; E: -6; F: -10; G: 3; H: -11; I: 0.5%
19	Cn1c(=O)c2[nH]c(=O)cnc2n(C)c1=S
  A: -4%; B: 3%; C: 2%; D: 3; E: 7; F: 1; G: 3; H: -4; I: 1.5%
20	O=C1CCC(C(=O)N2CCCC(Nc3ccc(F)cc3)C2)=NN1 (centres undefined)
  A: 3%; B: 1%; C: -4%; D: -7; E: -4; F: -11; G: 9; H: 4; I: 0.3%
21	COc1ccc(C)cc1COC(=O)c1[nH]c(C)c(C(C)=O)c1C
  A: -32%; B: -9%; C: -1%; D: -9; E: 15; F: -13; G: 7; H: -10; I: 2.8%
22	CC(=O)N1N=C(c2ccccc2O)OC1(C)CC(=O)Nc1ccccc1 (centres undefined)
  A: -5%; B: 1%; C: -2%; D: 4; E: -2; F: -2; G: 0; H: 10; I: -1.9%
23	COc1ccc(C2CC(=O)C3=C(C2)Nc2ccccc2N(C(=O)CCC(=O)O)C3c2ccc(F)cc2)cc1OC (centres undefined)
  A: -1%; B: 0%; C: -1%; D: -8; E: -4; F: 7; G: 6; H: 1; I: 2.8%
24	Cc1ccc(C(=O)N2CCCC(N3CCN(c4ccccc4F)CC3)C2)s1 (centres undefined)
  A: 2%; B: 2%; C: -1%; D: 4; E: .; F: -15; G: 8; H: -7; I: 1.0%
25	Cc1cc(C(C)(C)C)nc2[nH]n(-c3ccccc3)c(=O)c12
  A: 4%; B: 0%; C: -1%; D: -1; E: -7; F: 6; G: 1; H: -1; I: -0.4%

Marked active in D1 antagonist, among the entries above:
no. | smiles | Vif-APOBEC3F blk | Glioma ERSR ind | LDHA block | D2 potentiator | D1 antagonist | D1 agonist | D1 potentiator
7 | CCOC(=O)C1=C(COC(=O)/C=C/c2cc(OC)c(OC)c(OC)c2)NC(=O)NC1C (centres undefined) | -7% | 0% | -1 | -3 | -39* | 1 | -5

Given with values under each structure: part of the list above
Below each compound: Vif-APOBEC3F blk, Vif-A3G inh, Glioma ERSR ind, LDHA block, D2 potentiator, D1 antagonist, D1 agonist, D1 potentiator, RXFP1 agonist
16: NNc1nc(-c2ccccc2)c2ccccc2n1
→ -2%, 0%, -5%, 3, 13, 10, 2, 13, 3.7%
17: CCCCCCC(O)(CCN1CCCCC1)c1ccccc1 (centres undefined)
→ -30%, -11%, -5%, -1, -8, 0, 6, 2, 0.2%

Next part:
Screens by letter – A = Vif-APOBEC3F blk; B = Vif-A3G inh; C = Glioma ERSR ind; D = LDHA block; E = D2 potentiator; F = D1 antagonist; G = D1 agonist; H = D1 potentiator; I = RXFP1 agonist
26	CCN1CCN(C(c2cccs2)C(C)NC(=O)c2cccnc2)CC1 (centres undefined)
  A: -1%; B: 1%; C: -2%; D: -1; E: 2; F: 1; G: 2; H: -5; I: 2.1%
27	Cc1nn(CC(=O)O)c(C)c1[N+](=O)[O-]
  A: -21%; B: 9%; C: -3%; D: -2; E: 1; F: 7; G: 3; H: -4; I: -2.4%
28	CCOc1cc2[nH]c(=S)n(CCC(=O)N3CCc4ccccc4C3)c(=O)c2cc1OCC
  A: -15%; B: 0%; C: -4%; D: 0; E: -2; F: -6; G: 0; H: -7; I: 3.3%
29	CCCCC(=O)NC(=S)Nc1cc(C(=O)O)ccc1Cl
  A: 2%; B: 1%; C: -1%; D: -1; E: 8; F: 33; G: 3; H: -6; I: 1.7%
30	O=C(Nc1cccc(Cl)c1N1CCCC1)c1ccc(Br)o1
  A: 2%; B: -1%; C: -2%; D: 0; E: 13; F: -3; G: 9; H: 0; I: 3.6%
31	COc1cc(C2C(C(=O)c3cccs3)=C(O)C(=O)N2CCN2CCOCC2)cc(OC)c1OC (centres undefined)
  A: -16%; B: -1%; C: -1%; D: -2; E: 4; F: -9; G: 1; H: 2; I: 1.4%
32	CC(C(=O)Nc1ccc2c(c1)OCCO2)N(C)CC(=O)Nc1ccccc1Br (centres undefined)
  A: 2%; B: 0%; C: -1%; D: -7; E: 11; F: 0; G: 0; H: -2; I: -0.2%
33	CC(C)c1nn2c(=O)cc(COC(=O)c3ccccc3NC(=O)c3cccs3)nc2s1
  A: -26%; B: 4%; C: 1%; D: 3; E: -3; F: 0; G: -2; H: 0; I: 0.2%
34	O=C(O)c1nc2ccccc2nc1C(=O)O
  A: -3%; B: -1%; C: 2%; D: -1; E: -4; F: 2; G: 2; H: 2; I: 0.0%
35	CC1CN(C(=O)C2CC2)C(C)CN1C(=O)C1CC1 (centres undefined)
  A: 6%; B: -1%; C: -4%; D: -3; E: -1; F: 15; G: 4; H: 2; I: -0.1%
36	CCN(c1ccccc1)S(=O)(=O)c1ccc(NC(=O)c2cc(=O)c3ccccc3o2)cc1
  A: 2%; B: -5%; C: -5%; D: 13&-3; E: 13; F: -26; G: -1; H: -2; I: 11%
37	Cn1nc(-c2ccc(Cl)cc2)nc2c(=O)n(C)c(=O)nc1-2
  A: .; B: -14%; C: -9%; D: 25; E: -13; F: -20; G: -1; H: -7; I: 4.5µM*
38	COc1ccc(N2CCN(CCCn3c(=S)[nH]c4ncccc4c3=O)CC2)cc1
  A: -9%; B: 0%; C: 0%; D: -8; E: 8; F: -1; G: -1; H: -4; I: -1.0%
39	CCOc1ccccc1-n1cc2c(c1-c1ccc(OC)cc1)c(=O)n(C)c(=O)n2C
  A: -3%; B: -1%; C: -1%; D: -4; E: -2; F: -1; G: -1; H: 0; I: -0.8%
40	Cc1ccc(S(=O)(=O)NCc2ccccc2)cc1C(=O)N1CCCC(C(F)(F)F)C1 (centres undefined)
  A: -13%; B: 0%; C: -4%; D: -2; E: -3; F: 8; G: 3; H: -3; I: 0.8%
41	CCCCCCCCCCNC(=O)C(=O)Nc1ccccn1
  A: 5%; B: 0%; C: 0%; D: -3; E: 13; F: -1; G: -1; H: 11; I: -0.1%

Down the list, quoted from above:
Entries 27 to 31 in Glioma ERSR ind: -3%, -4%, -1%, -2%, -1%
Entries 27 to 31 in D1 potentiator: -4, -7, -6, 0, 2
